Screening results deposited in PubChem BioAssay by National Center for Advancing Translational Sciences (NCATS).
EPAC2 antagonist: antagonists of human EPAC2 | 360,000 tested, 0.18% active | EPAC2 GEF exchange of Rap1B-BODIPY-GDP, fluorescence | Q8WZA2 | Potency, µM (series often up to 114 µM), without a hit: at the highest dose activity, negative = inhibition, actives largely listed as inhibitors; further: on the % scale 0 is the no-effect control and ±100 the full control effect; nearly all actives have a fitted effect of over 45% in size; many of its hits are not listed in these tables
Target sequence (Q8WZA2 whole entry, looked up): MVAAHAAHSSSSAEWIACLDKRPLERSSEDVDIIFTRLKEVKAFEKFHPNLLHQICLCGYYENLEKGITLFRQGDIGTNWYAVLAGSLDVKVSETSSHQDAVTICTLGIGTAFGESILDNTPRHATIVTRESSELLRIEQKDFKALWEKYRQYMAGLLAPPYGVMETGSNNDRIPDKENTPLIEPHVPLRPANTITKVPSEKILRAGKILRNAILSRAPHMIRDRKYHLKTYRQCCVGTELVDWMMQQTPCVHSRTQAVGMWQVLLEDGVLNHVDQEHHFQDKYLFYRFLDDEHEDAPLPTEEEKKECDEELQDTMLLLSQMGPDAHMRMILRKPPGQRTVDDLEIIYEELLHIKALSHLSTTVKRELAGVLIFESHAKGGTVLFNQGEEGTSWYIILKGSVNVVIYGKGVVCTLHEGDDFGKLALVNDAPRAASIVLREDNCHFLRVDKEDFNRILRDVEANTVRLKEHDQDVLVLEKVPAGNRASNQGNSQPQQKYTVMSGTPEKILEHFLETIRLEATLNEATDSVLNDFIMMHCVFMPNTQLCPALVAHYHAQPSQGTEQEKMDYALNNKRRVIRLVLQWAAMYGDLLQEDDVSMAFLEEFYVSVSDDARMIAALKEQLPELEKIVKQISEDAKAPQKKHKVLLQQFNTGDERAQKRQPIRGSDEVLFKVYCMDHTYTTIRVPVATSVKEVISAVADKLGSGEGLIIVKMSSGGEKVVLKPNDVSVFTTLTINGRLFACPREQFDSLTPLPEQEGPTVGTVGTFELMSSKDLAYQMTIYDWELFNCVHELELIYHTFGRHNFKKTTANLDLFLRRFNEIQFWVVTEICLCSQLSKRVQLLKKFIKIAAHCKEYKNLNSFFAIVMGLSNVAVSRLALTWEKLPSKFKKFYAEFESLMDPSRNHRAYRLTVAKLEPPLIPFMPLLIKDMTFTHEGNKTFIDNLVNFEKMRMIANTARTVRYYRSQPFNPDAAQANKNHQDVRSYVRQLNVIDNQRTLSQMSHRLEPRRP
PTHR1 agonist: agonists of human PTHR1 parathyroid hormone receptor; AID 743266; Q03431; HEK293 GP2 PTHR1 cells, GloSensor cAMP luminescence, 1 h; Potency, µM (series often up to 115 µM), for inactives: at the top dose activation, hits mostly activators; 410,000 tested, 0.075% active; further: nearly all actives have a fitted effect of over 55% in size; some results filed as inactive show a strong effect at the top dose; inactives centre near -15; many of its hits are not listed in these tables
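HEK-293-derived GP2 cells expressing PTHR1 and a GloSensor cAMP reporter, 3,000/well, plated overnight, given luciferin plus IBMX (each 0.5 mM as added) for 1 h at 37 °C, then compound for 1 h at 37 °C. Luminescence was read after 15 min at room temperature.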
EPAC2 agonist: activates human EPAC2 exchange factor; Potency, µM (doses to about 154 µM), without a hit: at the highest dose activation, usual class: activators; 360,000 tested, 0.079% active; EPAC2 activation, biochemical qHTS; response scale: 100% = 6.5 mM cAMP response; Q8WZA2; further: nearly all actives have a fitted effect of over 50% in size
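EPAC2 (100 nM) mixed with Rap1B loaded with BODIPY-GDP (250 nM) plus 50 uM unlabeled GDP; compounds pinned in, 5 min RT, then read every 5 min for 30 min (ex 480, em 540 nm). Normalized to cAMP control.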
FUS yeast rescue: rescues growth of FUS-expressing yeast; Potency, µM (doses to about 76.6 µM), inactives show top-dose growth rescue (activation), usual class: activators; 390,000 tested, 0.24% active; S. cerevisiae FUS-expressing, growth rescue, OD600, 24 h;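 further: plate controls were DMSO vehicle for no effect and reference control for full effect; nearly all actives have a fitted effect of over 55% in size; some results filed as inactive show a strong effect at the top dose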
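Quantitative HTS measuring growth restoration of FUS-toxic yeast. Galactose-induced cells (OD 0.005) were exposed 24hr at 30C to compounds at several concentrations, then absorbance at 600 nm was recorded.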
EPAC1 antagonist: EPAC1 (human) antagonism; AID 720709; EPAC1 GEF assay, Rap1b-BODIPY-GDP exchange fluorescence; 360,000 tested, 0.14% active; Potency, µM (highest dose often 115 µM), for the others: at the highest dose activity change, negative = inhibition, usual class: inhibitors; O95398;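 further: plate controls were vehicle for no effect and positive control for full effect; nearly all actives have a fitted effect of over 50% in size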
EPAC1 agonist: activates human EPAC1 exchange factor; O95398; EPAC1 agonist qHTS, biochemical assay; response scale: 100% = response to 6.5 mM cAMP; Potency, µM (titrated, usually from 154 µM), for the others: at the top dose activation, hits mostly activators; 360,000 tested, 0.073% active; further: nearly all actives have a fitted effect of over 60% in size
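Compounds were pinned as a concentration titration into mixtures of EPAC1 (100 nM), BODIPY-GDP-loaded Rap1B (250 nM) and GDP (50 uM). After 5 min at room temperature, fluorescence was followed for 30 min; activity was scaled to 6.5 mM cAMP.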
aSyn yeast inh: inhibitors of alpha-synuclein toxicity in yeast. Yeast expressing alpha-synuclein, growth rescue, BacTiter-Glo, 24 h. Potency, µM (titrated, usually from 46.1 µM), for inactives: at the highest dose growth rescue (activation), usual class: activators. 370,000 tested, 0.14% active. AID 652106; further: % of control where 0% means no effect; nearly all actives have a fitted effect of over 65% in size
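Rescue of yeast growth: cells expressing toxic alpha-synuclein, induced in galactose at OD600 0.02, incubated with compound 24 h at 30 C. ATP luminescence quantified growth; inhibitors of toxicity appear as activators.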
TDP43 rescue: inhibitors of TDP-43 toxicity in yeast. TDP-43 expressing yeast growth rescue, BacTiter-Glo, 24 h. Potency, µM (top dose mostly 46.1 µM), for inactives: at the top dose growth rescue (activation), hits mostly activators. 410,000 tested, 1.8% active. AID 652104; further: % of control where 0% means no effect; nearly all actives have a fitted effect of over 50% in size
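Galactose-induced TDP-43 yeast, OD600=0.02, compound pinned; 24 hr, 30 deg C; BacTiter-Glo luminescence for growth. Inhibitors of TDP-43 toxicity read as activators.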
An asterisk follows results filed as active; i = inactive; ? = inconclusive; . = not tested or not shown; & = joins results of further samples; [ ] = another dose, or the depositor's remark. The call rests on the fitted dose curve; in most records, active means well fitted curve in the direction sought with a large enough effect; inconclusive means small, poorly fitted or top-dose-only effect, or another doubt; inactive means no such curve, though single readings can be large; an effect the other way counts as inactive or inconclusive. Potency means the concentration at half of the fitted maximal effect. Some of the compounds tested, so the mix of outcomes need not match the whole.

SMILES | EPAC2 antagonist | PTHR1 agonist | EPAC2 agonist | FUS yeast rescue | EPAC1 antagonist | EPAC1 agonist | aSyn yeast inh | TDP43 rescue
Cc1cccc(NC(=O)c2c(C)cc(=O)oc2C)n1 | -4% | i | -2% | -25% | 10% | 4% | 2% | -12%
CC(C)C(NC(=O)C1CCCCC1)C(=O)Nc1ccc2c(c1)OCCO2 (stereo not drawn) | 5% | -7%[57.5 µM] | -1% | 15% | 13% | 5% | -2% | -4%
Cc1cc(C)c(S(=O)(=O)N(CC(=O)O)CC(=O)O)c(C)c1 | 9% | i | -7% | 3% | 4% | 4% | . | -3%
Cc1ccc(C2=CC(=O)C[C@H](c3ccc4c(c3)OCO4)C2)cc1 | 2% | -15% | 16% | 17% | -28% | 13% | 8% | 13µM*
COc1cc(NC(=O)c2cc(Br)cc(C)c2OC)ccc1NC(=O)C(C)C | -5% | -14% | 2% | 4% | -3% | 2% | 6% | -13%[0.397 µM]
O=Cc1c(C(=O)O)n(CC(=O)O)c2ccccc12 | -2% | i | -5% | . | 2% | 1% | 9% | 22%
COCCN(C(=O)CSCc1ccccc1)c1c(N)n(Cc2ccccc2)c(=O)[nH]c1=O | 6% | i | -4% | 16% | 10% | -7% | 0% | -4%
CCCCN(C(=O)CC(c1ccccc1)c1ccccc1)c1c(N)n(CCC)c(=O)[nH]c1=O | 7% | i | -9% | 37% | -30% | -13% | -6% | -4%
O=C(NCCc1ccc(Cl)cc1)c1cc(-c2ccncc2)nc2ccccc12 | 0% | -8% | 1% | 21% | -15% | -8% | -3% | -16%
C/C(CC(=O)Nc1ccc(C)c(Cl)c1)=N\NC(=O)Cc1cccs1 | -2% | -16% | -9% | 13% | -18% | -4% | ? | 5%
CC(=O)c1sc(-c2ccccc2)nc1C | 0% | i | -1% | -11% | -23% | -3% | 1% | -1%
CN(C(=O)COc1ccccc1)C1CCS(=O)(=O)C1 (stereo not drawn) | 9% | i | 5% | -6% | 12% | 10% | 1% | 11%
O=C1OCCN1S(=O)(=O)Nc1ccccc1 | 4% | -23% | 4% | -29% | -3% | 1% | -5% | -1%
COc1ccc(/C=N/NC(=O)c2cc(-c3ccc(C)cc3C)nc3ccccc23)cc1COC(C)=O | 11% | -30%[inhibitor] | 5% | ? | 2% | -4% | 0% | 15%
Cc1ccccc1C(=O)N1CCN(c2ccc(NC(=O)CSc3ccc(Cl)cc3)cc2)CC1 | -5% | -16%[57.5 µM] | 11% | 25% | 1% | 9% | 20% | 14%
C=CCNc1nc(C(=O)OCC(=O)Nc2ccc(S(N)(=O)=O)cc2)cs1 | 12% | i | 0% | 16% | 1% | -3% | 2% | -12%
COc1ccc(N=C2C(=Nc3ccc(OC)cc3)N(c3ccccc3)C(=S)N2C(=O)c2ccc(Cl)cc2)cc1 | 3% | i | -1% | 12% | 4% | 5% | . | 25%
COc1ccc(CC(=O)NC(C)c2nnc(SCCC(=O)Nc3ccccc3)n2C)cc1 (stereo not drawn) | -11% | i | -1% | 0% | -8% | -20% | 2% | -14%
COc1cc2c(cc1OC)C(COc1ccc(C(C)C)cc1)NCC2 (stereo not drawn) | 1% | -18% | 9% | 3% | -9% | 0% | 0% | 2%
C=C1c2ccccc2NC(=O)N1c1ccc(OC)cc1 | -1% | -26% | 9% | -26% | 1% | 15% | 4% | 19%
COc1cccc(C(C)(O)c2nc(-c3cccc(C(=O)O)c3)cs2)c1 (stereo not drawn) | 5% | -6% | 8% | -2% | 17% | -3% | -3% | 9%
CC(=O)Nc1ccc(NC(=O)c2c(-c3ccccc3)noc2C)cn1 | 2% | ? | 11% | 5% | -5% | 5% | -6% | 4%
COc1ccc(C(=O)c2cnc(/N=C/N(C)C)s2)cc1 | -8% | i | 11% | -2% | -14% | 2% | -1% | 6%
COc1ccc(NS(=O)(=O)c2cccc(C(=O)N3CCOCC3)c2)cc1 | -5% | -8% | 1% | -32% | -9% | 1% | 6% | 3%

10 consecutive entries from above:
SMILES | EPAC2 antagonist | PTHR1 agonist | EPAC2 agonist | FUS yeast rescue | EPAC1 antagonist | EPAC1 agonist | aSyn yeast inh | TDP43 rescue
Cc1ccccc1C(=O)N1CCN(c2ccc(NC(=O)CSc3ccc(Cl)cc3)cc2)CC1 | -5% | -16%[57.5 µM] | 11% | 25% | 1% | 9% | 20% | 14%
C=CCNc1nc(C(=O)OCC(=O)Nc2ccc(S(N)(=O)=O)cc2)cs1 | 12% | i | 0% | 16% | 1% | -3% | 2% | -12%
COc1ccc(N=C2C(=Nc3ccc(OC)cc3)N(c3ccccc3)C(=S)N2C(=O)c2ccc(Cl)cc2)cc1 | 3% | i | -1% | 12% | 4% | 5% | . | 25%
COc1ccc(CC(=O)NC(C)c2nnc(SCCC(=O)Nc3ccccc3)n2C)cc1 (stereo not drawn) | -11% | i | -1% | 0% | -8% | -20% | 2% | -14%
COc1cc2c(cc1OC)C(COc1ccc(C(C)C)cc1)NCC2 (stereo not drawn) | 1% | -18% | 9% | 3% | -9% | 0% | 0% | 2%
C=C1c2ccccc2NC(=O)N1c1ccc(OC)cc1 | -1% | -26% | 9% | -26% | 1% | 15% | 4% | 19%
COc1cccc(C(C)(O)c2nc(-c3cccc(C(=O)O)c3)cs2)c1 (stereo not drawn) | 5% | -6% | 8% | -2% | 17% | -3% | -3% | 9%
CC(=O)Nc1ccc(NC(=O)c2c(-c3ccccc3)noc2C)cn1 | 2% | ? | 11% | 5% | -5% | 5% | -6% | 4%
COc1ccc(C(=O)c2cnc(/N=C/N(C)C)s2)cc1 | -8% | i | 11% | -2% | -14% | 2% | -1% | 6%
COc1ccc(NS(=O)(=O)c2cccc(C(=O)N3CCOCC3)c2)cc1 | -5% | -8% | 1% | -32% | -9% | 1% | 6% | 3%

An excerpt from above, limited to PTHR1 agonist:
canonical_smiles	PTHR1 agonist
Cc1ccccc1C(=O)N1CCN(c2ccc(NC(=O)CSc3ccc(Cl)cc3)cc2)CC1	-16%[57.5 µM]
C=CCNc1nc(C(=O)OCC(=O)Nc2ccc(S(N)(=O)=O)cc2)cs1	i

(list continues)
SMILES | EPAC2 antagonist | PTHR1 agonist | EPAC2 agonist | FUS yeast rescue | EPAC1 antagonist | EPAC1 agonist | aSyn yeast inh | TDP43 rescue
Cc1nc2sccn2c(=O)c1CCN1CCC(=C(c2ccc(F)cc2)c2ccc(F)cc2)CC1 | ? | -2% | 14% | -9% | -5% | -11% | -2%&-3% | 11%
O=C(O)CNc1nc(-c2ccccc2)nc2c1oc1ccccc12 | -6% | ? | -1% | 3% | -8% | -14% | -5% | -13%
CCCCC(O)(C(NC=O)C(=O)OC)C(F)(F)F (stereo not drawn) | 14% | i | 1% | -1% | 10% | -2% | 8% | -4%
COc1ccc(OC)c(NC(=O)C2C3CC4OC(=O)C2C4C3)c1 (stereo not drawn) | 5% | i | -7% | -8% | -4% | 1% | -17% | -9%
Cc1cccc(OCC(=O)NCC(=O)N/N=C/c2cccnc2)c1 | 1% | 21% | -3% | 2% | 3% | -3% | 2% | -9%
CCOC(=O)CN(C(=O)CNC(=O)c1cccs1)C(C(=O)NC1CCCCC1)c1cccs1 (stereo not drawn) | 10% | -12%[57.5 µM] | 4% | 24% | 4% | -3% | -10% | 17%
O=c1c2ccccc2ncn1CCCCOc1ccccc1F | 3% | -7% | 14% | 7% | 6% | 7% | 2% | ?
Cc1cc(C)cc(NC(=S)N2CCC(NC(=O)c3ccccc3C)CC2)c1 | 1% | i | 2% | 13% | -11% | 6% | -2% | -9%[0.397 µM]
COc1ccc(OC)c(NC(=O)CSc2nnc(CNC(=O)c3cc(OC)c(OC)c(OC)c3)o2)c1 | -4% | -3% | 5% | 5% | -8% | 20% | 0% | 4%
N/C(=N\OC(=O)c1ccc2ccccc2c1)c1ccc(Br)cc1 | 15% | -3% | 7% | -36% | 2% | -6% | -23% | 21%
CCOC(=O)COn1c(SCC(=O)OCC)nc2ccccc2c1=O | -1% | -5%[57.5 µM] | 11% | 14% | -11% | 7% | 24% | 0%
CCC(=O)c1ccc(OCCn2cnc3ccccc32)cc1 | -7% | -37%[inhibitor] | 7% | 17% | -21% | -6% | 9% | 20%[9.22 µM]
CCOc1ccc(CNCCN2CCCC2)cc1 | 4% | i | 2% | 1% | 5% | -8% | 0% | -16%[1.82 µM]
COc1ccc2c(c1)CC/C(=C\Nc1ccc3c(c1)OCO3)C2=O | 6% | -8%[57.5 µM] | ? | -11% | 10% | ? | 19% | 0%
O=C(CSc1cccc2cccnc12)Nc1ccc(S(=O)(=O)N2CCOCC2)cc1 | 1% | -11% | 8% | 17% | -11% | 16% | -1% | 0%
CCCc1nc2ccccc2c(=O)n1CC(=O)c1ccccc1 | 4%[57.1 µM] | i | 0% | -39% | 1% | -8% | -2% | -3%
CC(C)N(Cc1nc2ccccc2[nH]1)C(C)C | 36%[activator] | -23% | 7% | -17% | -5% | -6% | -2% | -15%
Cc1cc(C)cc(NC(=O)COC(=O)COc2ccc(N(C)S(=O)(=O)c3cccs3)cc2)c1 | -3% | i | -7% | 3% | -4% | 11% | 3% | 7%
O=C(CSc1nc2nn(-c3ccccc3)c(=O)c-2c2n1CCCCC2)Nc1ccc(F)cc1F | -4% | -35%[inhibitor] | 6% | -13% | 6% | 2% | 3%[1.84 µM] | 6%
Cc1ccc(/C=N/Nc2ncnc3nc[nH]c23)cc1 | -1% | 19% | 0% | -2% | 5% | 0% | -7% | 11%
COCCNC(=O)c1ccc2c(=O)n(CCCN3CCCC3=O)c(=S)[nH]c2c1 | -3% | i | 11% | 5% | -7% | 3% | 0% | 18%[9.22 µM]
Cc1nc(SCCO)c2oc3ccccc3c2n1 | -1% | -4%[57.5 µM] | 8% | -10% | -8% | 7% | -1% | -1%
COc1ccccc1CNC(=O)c1c(N)n(CCCN2CCOCC2)c2nc3ccccc3nc12 | -1% | i | 7% | 8% | -4% | 14% | 2% | -12%
CCn1cc(S(=O)(=O)Nc2cc(C(=O)OC)ccc2C)cn1 | 4% | -1% | -5% | -8% | -16% | -4% | 1% | -7%
COc1ccccc1OCC(=O)Nc1ccccc1C(=O)NCc1cccnc1 | 0% | -3% | 12% | 14% | -18% | 2% | -3% | -10%
CNC[C@H](O)c1cccc(O)c1 | 24% | ? | -5% | -51%[inhibitor] | 16% | -16% | -8%&-5% | -24%
CCOc1ccc(C(=O)/C=C/c2ccc(OC)c(OC)c2)cc1 | -8% | -30%[inhibitor] | 3% | 18% | ? | -3% | 6% | ?
Cc1cccn2c(=O)c3cc(C(=O)NCCC4=CCCCC4)n(C)c3nc12 | -5% | -7% | -7% | 14% | -4% | 3% | -5% | 10%
